From PubChem
RXFP1 ag: qHTS Assay for Agonists of the Relaxin Receptor RXFP1; HEK293T-RXFP1 cAMP TR-FRET, 30 min; response scale: percent of porcine relaxin response, buffer zero; Relaxin receptor 1 (Homo sapiens), Q9HBX9; hit rate 0.3% among 370,000; Potency, µM (doses to about 57.5 µM), for inactives: top-dose activation, hits mostly activators; further: potency means the concentration at half of the fitted maximal effect; on the % scale 0 is the no-effect control and ±100 the full control effect; nearly all actives have a fitted effect of over 60% in size; many of its hits are not listed in these tables
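HEK293 cells stably expressing RXFP1, treated 30 min at 37C with compounds plus PDE4 inhibitor Ro 20174; cAMP measured by HTRF TR-FRET. Normalized to buffer and 29 nM porcine relaxin; EC50 by Hill fit.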
D1 PAM: Potentiators of Human D1 Dopamine Receptor: qHTS; D(1A) dopamine receptor (Homo sapiens), P21728; HEK293 TREx D1 cells, calcium flux, dopamine EC20 potentiation; potentiation, % at 10 µM; hit rate 0.036% among 360,000; AID 504651, 2011; in the data active means potentiation above about 30%; further: 0% is about no effect
Target sequence (P21728 whole entry, looked up): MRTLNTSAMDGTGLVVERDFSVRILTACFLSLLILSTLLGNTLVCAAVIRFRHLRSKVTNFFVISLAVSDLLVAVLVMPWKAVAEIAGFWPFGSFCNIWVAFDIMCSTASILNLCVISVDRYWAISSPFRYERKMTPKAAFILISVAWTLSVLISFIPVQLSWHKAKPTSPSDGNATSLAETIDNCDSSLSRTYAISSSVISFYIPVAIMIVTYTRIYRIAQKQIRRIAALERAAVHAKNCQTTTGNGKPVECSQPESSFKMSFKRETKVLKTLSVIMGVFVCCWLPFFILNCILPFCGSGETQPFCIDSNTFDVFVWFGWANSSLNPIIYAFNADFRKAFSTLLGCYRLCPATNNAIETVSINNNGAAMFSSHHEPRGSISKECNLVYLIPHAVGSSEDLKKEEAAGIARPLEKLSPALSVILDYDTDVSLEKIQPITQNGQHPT
D2 potentiator: HTS Assay for Positive Allosteric Modulators of the Human D2 Dopamine Receptor: Primary Screen for Potentiators; hit rate 0.34% among 340,000; D(2) dopamine receptor (Homo sapiens), P14416; potentiation, % at 10 µM; HEK293 T-REx D2, calcium flux, EC20 dopamine potentiation;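 active means potentiation over 3 SD above the plate norm, cut at about 30% in these data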; further: 0% is about no effect
Target sequence (P14416 whole entry, looked up): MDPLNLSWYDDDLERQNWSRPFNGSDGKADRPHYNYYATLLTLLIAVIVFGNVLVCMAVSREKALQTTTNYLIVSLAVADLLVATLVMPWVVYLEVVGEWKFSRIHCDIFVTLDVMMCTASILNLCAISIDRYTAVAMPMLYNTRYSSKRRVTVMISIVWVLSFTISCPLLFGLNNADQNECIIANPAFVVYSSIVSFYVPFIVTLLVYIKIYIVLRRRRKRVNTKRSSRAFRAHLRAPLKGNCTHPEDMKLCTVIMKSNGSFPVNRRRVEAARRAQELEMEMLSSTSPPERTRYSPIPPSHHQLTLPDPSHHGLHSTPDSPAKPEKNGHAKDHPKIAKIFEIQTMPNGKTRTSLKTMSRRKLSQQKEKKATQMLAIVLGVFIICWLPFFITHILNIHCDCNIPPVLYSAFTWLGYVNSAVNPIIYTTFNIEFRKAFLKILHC
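Potentiation of an EC20 dopamine calcium response measured kinetically over 180 s, after a preceding 180 s compound-only read flagging agonists. Cells: inducible Hek293 Trex D2 line, 4000/well, cultured overnight at 30 C before dye loading.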
TRHR PAM: qHTS for Small Molecule Agonists and Allosteric Enhancers of Human TRH Receptor: Primary Screen for Enhancers; Thyrotropin-releasing hormone receptor (Homo sapiens), P34981; TRHR cells, fluo-8 calcium fluorescence, EC20 TRH enhancement; enhancement, % at 2 µM; hit rate 0.66% among 360,000; in the data active means enhancement above about 30%; further: 0% is about no effect
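TRHR-expressing cells loaded with fluo-8 calcium dye were read kinetically (ex 480/em 530) during compound addition, then stimulated with an EC20 of TRH (10 nM final). Enhancement of the Gq-mediated intracellular calcium response was scored.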
D1 antag: Antagonist of Human D 1 Dopamine Receptor: qHTS; HEK293 TREx D1 cells, calcium flux, dopamine EC80; hits give low values; activity change, negative = inhibition, % at 10 µM; hit rate 3.2% among 360,000; AID 504652, 2011; in the data active means activity change below about -30%; further: on the % scale 0 is the no-effect control and ±100 the full control effect
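Antagonism measured as reduced calcium response to an EC80 dopamine addition following 180 s compound pre-read; cells were inducible HEK293 Trex D1 plated overnight at 30 C, read kinetically at 1 cycle/sec.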
RXFP1 antagonist: qHTS Assay for Antagonists of the Relaxin Receptor RXFP1 | hit rate 0.59% among 350,000 | HEK293-RXFP1, relaxin-stimulated cAMP HTRF, 30 min; hits give low values | Relaxin receptor 1 (Homo sapiens), Q9HBX9 | activity change, negative = inhibition, % at 57.5 µM;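 active means activity change of -60% or lower, but not beyond a set lower limit; inconclusive means change between -60% and -40%, or beyond the set limit; inactive means change above -40%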; further: on the % scale 0 is the no-effect control and ±100 the full control effect
D1 ag: Allosteric Agonists of the Human D1 Dopamine Receptor: qHTS | D(1A) dopamine receptor (Homo sapiens), P21728 | HEK293 T-REx D1 cells, calcium flux, agonist mode | activation, % at 2 µM | hit rate 1% among 360,000; in the data active means activation above about 30%; further: 0% is about no effect
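Agonism was scored from calcium flux recorded over 180 s (1 read/s) after pintool compound addition, following a 10-cycle baseline. Cells were inducible force-coupled HEK293 TREx D1, plated overnight at 30 C and loaded with no-wash calcium dye.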
TRHR agonist: qHTS for Small Molecule Agonists and Allosteric Enhancers of Human TRH Receptor: Primary Screen for Agonists; Thyrotropin-releasing hormone receptor (Homo sapiens), P34981; TRHR cells, calcium flux fluo-8, FDSS agonist mode; activation, % at 2 µM; hit rate 0.18% among 360,000; AID 493084, 2011; in the data active means activation above about 30%; further: 0% is about no effect
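Read-out: compound-evoked intracellular calcium rise in TRHR cells, fluo-8 dye, kinetic FDSS fluorescence at 1 s/cycle following a 10-cycle baseline. Cells cultured overnight before dye loading (30 min–1.5 h, RT).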
Apoferritin bind: qHTS Assay for Identification of Novel General Anesthetics | apoferritin/1-aminoanthracene competitive binding, fluorescence | Potency, µM (titrated, usually from 77.5 µM), inactives show top-dose activity change, negative = displacement, usual class: inhibitors | hit rate 0.074% among 350,000; further: potency means the concentration at half of the fitted maximal effect; on the % scale 0 is the no-effect control and ±100 the full control effect; nearly all actives have a fitted effect of over 20% in size
Target sequence (P02791 2-175 limits assumed): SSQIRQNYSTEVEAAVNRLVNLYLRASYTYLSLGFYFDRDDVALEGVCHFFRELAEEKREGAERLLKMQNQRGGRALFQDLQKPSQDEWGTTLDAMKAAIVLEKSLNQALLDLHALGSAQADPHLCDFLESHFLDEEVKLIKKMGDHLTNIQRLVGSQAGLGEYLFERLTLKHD
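In PBS, apoferritin at 10 uM is loaded with 1-AMA from a 50% saturated solution. After 10 min of compound exposure at ambient temperature, reduced 535 nm fluorescence indicates probe displacement.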
Active calls of the source: *; u = inconclusive; x = no result given; & = joins results of further samples. Unless noted, the call rests on the fitted dose curve; in most records, active means well fitted curve in the direction sought with a large enough effect; inconclusive means small, poorly fitted or top-dose-only effect, or another doubt; inactive means no such curve, though single readings can be large; an effect the other way counts as inactive or inconclusive.

Start of the listing, in advance (three entries):
canonical_smiles,RXFP1 ag,D1 PAM,D2 potentiator,TRHR PAM,D1 antag,RXFP1 antagonist,D1 ag,TRHR agonist,Apoferritin bind
CC(=O)c1ccc(OCc2cc(C(=O)N3CC[C@@H]4CCCC[C@H]4C3)no2)cc1,-1.1%,-3,5,1,-25,-11,17,0.6,u
COC(=O)CCSc1cc([N+](=O)[O-])cc2c1c(C1OCCO1)nn2-c1ccccc1,-0.5%,4,5,-2,-36*,-9,19,0.7,1%
Cc1ccc(OCc2nnc(SCc3nc4ccccc4[nH]3)n2Cc2ccco2)cc1,2.2%,-4,-1,5,-23,-13,14,0.1,-16%

Results, from the first entry:
canonical_smiles,RXFP1 ag,D1 PAM,D2 potentiator,TRHR PAM,D1 antag,RXFP1 antagonist,D1 ag,TRHR agonist,Apoferritin bind
CC(=O)c1ccc(OCc2cc(C(=O)N3CC[C@@H]4CCCC[C@H]4C3)no2)cc1,-1.1%,-3,5,1,-25,-11,17,0.6,u
COC(=O)CCSc1cc([N+](=O)[O-])cc2c1c(C1OCCO1)nn2-c1ccccc1,-0.5%,4,5,-2,-36*,-9,19,0.7,1%
Cc1ccc(OCc2nnc(SCc3nc4ccccc4[nH]3)n2Cc2ccco2)cc1,2.2%,-4,-1,5,-23,-13,14,0.1,-16%
Cn1ncc(Br)c1N1C(=O)CCC1=O,-1.7%,-4,-4,0,25,-8,2,0.7,-4%
CCCn1c(=NC(=O)CCS(=O)(=O)c2ccccc2)sc2cc(S(N)(=O)=O)ccc21,0.2%,2,1,5,22,-9,2,-0.1,x
O=C(c1ccccc1)N1CCN(CCc2ccccn2)CC1,1.7%&-0.9%,4&0,1&-13,-1&-13,1&6,8&-5,1&1,0.8&0.9,-11%&4%
O=C(Nc1nnc(-c2ccccc2Cl)o1)c1cccnc1,0.3%,-2,5,1,21,9,0,0.5,-3%
COc1cccc(CNC(=O)C(=O)NCC(c2ccco2)S(=O)(=O)c2ccccc2)c1 (stereo unspecified),-1.7%,-1,24,-1,x,-16,6,0.3,14%
O=C(c1cccc(C(=O)N(c2ccccn2)C2CCCCC2)c1)N(c1ccccn1)C1CCCCC1,-2.7%,-1,-27,-4,8,-4,3,1.7,-3%
O=C(CSc1nc(=O)n(Cc2ccco2)c2c1CCC2)NCc1ccc(F)cc1,1.7%,2,-3,-10,x,x,-2,-0.5,-1%
O=C(Nc1nnc(Cc2ccccc2F)s1)c1ccccc1Cl,1.8%,0,5,-3,7,x,3,0.0,-7%
CCCn1nc(C(=O)OCc2nc(N)nc(Nc3ccccc3C)n2)c2ccccc2c1=O,1.6%,-3,12,1,-2,2,3,0.4,x
Cc1nccn1-c1ccc(C(F)(F)F)cc1[N+](=O)[O-],1.4%,-4,-1,-3,6,-28,1,0.6,6%
O=C(OCC(=O)N1CCN(C(=O)c2ccco2)CC1)c1ccccc1OCc1ccccc1,3.3%,-4,2,-2,9,-5,1,0.9,-17%
O=C(CN1C(=O)C2CCCCC2C1=O)Nc1nccs1 (stereo unspecified),0.4%,-2,8,-7,2,14,3,0.2,-23%
Cc1ccccc1C(=O)NNC(=O)c1cccc([N+](=O)[O-])c1,0.1%,-3,x,0,-4,u,0,0.3,-8%
Cc1[nH]c2ccccc2c1N=Nc1c(C)n(C)n(-c2ccccc2)c1=O,-0.8%,-6,-5,4,3,-3,1,0.2,-9%
Cc1ccc(C(=O)C2=C(O)C(=O)N(CCCN3CCOCC3)C23C(=O)N(C)c2ccccc23)o1 (stereo unspecified),7.9%,5,-7,24,-3,0,3,0.1,-10%
CC(=O)Oc1cc(OC(C)=O)c2c(=O)c(-c3ccc4c(c3)OCCCO4)c(C)oc2c1,2.4%,-3,-1,-23,-18,-18,2,-0.8,1%
C/C(=N\Nc1cc(C)nc(-c2ccccc2)n1)c1cccc([N+](=O)[O-])c1,0.6%,-1,15,-13,22,-2,2,-1.7,-13%
CN(C)CCNC(=O)COc1cccc(Cl)c1,0.5%,-2,-3,3,-4,-10,2,0.1,-12%
CC1=NN(c2ccccc2)C(=O)/C1=C\c1c(C)[nH]n(-c2ccccc2)c1=O,-1.5%,0,19,4,2,-5,11,0.9,-9%
CCCCCC1CC(=O)C=C(C)C1C(=O)OC (stereo unspecified),-2.2%,-1,7,3,-4,-4,2,-1.0,-6%
CC1CCCCN1Cc1c(C#N)c2ccccc2n1C (stereo unspecified),-1.4%,-7,-37,-5,4,-22,3,-0.1,-18%
CCOP(=O)(c1ccccc1)C(O)c1ccc(F)cc1 (stereo unspecified),1.1%,0,11,12,5,-11,4,-0.3,-8%
CC(=O)Nc1ccc(CN2CCCC(C(=O)c3cccc(C(F)(F)F)c3)C2)cc1 (stereo unspecified),-1.1%,-5,-20,1,-2,5,10,3.3,-14%
c1csc(-c2nn3cnnc3c3ccccc23)c1,10.0%,1,x,-1,1,-1,4,0.0,-14%
CCC(C(=O)NC1CCCC1)N(Cc1ccccc1Cl)C(=O)c1snc(C(N)=O)c1N (stereo unspecified),0.4%,-10,x,7,9,1,0,-0.6,-3%
COc1cc(OC)cc(-c2cc3nc(C)c(CCC(=O)Nc4ccc(C(C)=O)cc4)c(C)n3n2)c1,0.3%,0,11,5,1,-8,0,0.5,-3%
COc1ccccc1OCC(=O)NCC1(N(C)C)CCCCC1,2.4%,-1,1,1,11,-4,-2,0.3,5%
O=C(COC(=O)c1cc2ccccc2oc1=O)Nc1ccc(F)cc1F,12%,-2,3,-3,-1,12,2,-0.8,-2%
CCCCOc1ccccc1C1C(C(=O)OC)=C(C)N(C)C(C)=C1C(=O)OC,0.2%,-2,5,8,-4,-4,21,-0.4,2%
COc1ccc(CCNc2ccc(N3C(=O)CC(C)C3=O)cc2[N+](=O)[O-])cc1OC (stereo unspecified),-3.4%,-7,7,-4,-34*,-7,17,0.3,u
O=C(c1cnn2c(C(F)(F)F)cc(-c3ccc4c(c3)OCO4)nc12)N1CCCCC1,3.0%,-3,x,2,-15,0,-1,-0.5,-9%
COc1ccc(CC(=O)NCCc2csc(-c3ccc(Cl)cc3)n2)cc1,1.2%,-7,0,3,-14,x,1,-0.7,-14%
CCOCCc1nn2c(=O)cc(COC(=O)c3ccccc3NC(=O)c3ccc(C)cc3)nc2s1,5.3%,1,2,0,0,2,-2,0.6,2%
COc1cc2c(cc1NC(=O)COC(=O)CNS(=O)(=O)c1ccc(C)cc1)oc1ccccc12,-1.6%,4,1,5,-9,-11,1,0.3,0%
CCOc1ccc(C(=O)Nc2cccc(NC(=O)c3ccco3)c2)cc1Cl,1.7%,-1,-1,-5,-1,9,-1,-0.9,-2%
COc1ccc(NC(=O)Cn2ncc(Cl)c(Cl)c2=O)cc1S(=O)(=O)N1CCOCC1,3.4%,-12,6,0,-40*,3,0,-1.6,-6%
CN(CC(=O)Nc1ccccc1C(F)(F)F)C(=O)CSc1nnnn1C,1.7%,-6,7,5,9,9,3,0.1,-4%
Cn1c(CNC(=O)C2CCCCC2)cc2cc(Cl)ccc21,18%,3,9,8,0,-25,3,0.4,-5%
Cc1nc(C)c2c(=O)cc(-c3ccccc3)[nH]c2n1,10%,0,-6,2,7,-8,1,-0.2,3%
COc1cccc2c1cc1c(=O)n(CC(=O)N3CCCCC3)nc(C)n12,-0.1%,0,1,8,10,-6,0,-0.4,-1%
CCN1C(=O)[C@H]2[C@@H](c3ccc(C)cc3)N3C(=O)N(c4ccc(OC)cc4)C(=O)[C@@]3(Cc3ccc(Cl)cc3)[C@H]2C1=O,0.1%,9,5,2,4,x,5,1.0,u
Cc1nn(-c2ccc(N3CCOCC3)nn2)c(C)c1CCC(=O)Nc1ccc(F)cc1F,4.6%,1,20,0,-17,15,8,-0.7,24%
O=C(c1ccc2c(c1)N(Cc1ccc(Cl)cc1)C(=O)c1ccccc1S2(=O)=O)N1CCc2ccccc21,0.1%,-2,-9,-2,-7,x,8,1.1,-10%
CC(C)c1cc(=O)n2[nH]c(SCc3ccccc3)nc2n1,0.9%,-2,5,5,5,-5,0,0.1,1%
COC(=O)CCc1c(C)c(C(=O)c2cc(OC)c(OC)c(OC)c2)c2ccccn12,u,-1,13,8,6,3,2,-0.4,4%
COc1cccc(-n2nnnc2SCC(=O)c2ccc(NC(C)=O)cc2)c1,3.3%,-3,11,-2,-5,-3,3,0.8,-14%
O=C(COc1ccc([N+](=O)[O-])cc1)Nc1cccc2cccnc12,2.8%,-4,-6,2,-2,x,3,-0.9,-15%
CCCC/C(O)=C1\C(=O)CCCC1=NCCc1c(C)[nH]c2ccccc12,1.5%,-6,3,-14,0,-15,0,0.3,-8%
CCc1ccccc1NC(=O)c1ccc2nc(N3CCOCC3)sc2c1,3.9%,-4,8,-2,21,x,3,-0.1,3%
COc1cccc(CN2CC(C(=O)NCCCCc3ccccn3)CCC2=O)c1 (stereo unspecified),-3.2%,9,0,-9,-6,-9,1,-0.3,6%
COc1ccccc1CCN1CCCC(CN(C)C(=O)CCC(N)=O)C1 (stereo unspecified),-0.1%,-3,0,0,-21,13,3,1.9,-4%
CC(C)(C)CC(=O)Nc1ccccc1N1CCN(c2ccc(F)cc2)CC1,0.0%,3,1,-5,11,-9,1,0.9,-12%
O=C(COc1ccc(/C=N/NS(=O)(=O)c2ccccc2)cc1)NCc1ccccc1,6.4%,3,6,2,6,-6,4,-1.1,-14%
CCC(C(=O)OC)n1cnc2c(nnn2-c2cccc(Cl)c2)c1=O (stereo unspecified),3.0%,0,20,-2,-5,-5,9,-0.2,-14%
CCC1C(=O)NCCN1C(=O)c1ccc(OC)c(OC2CCN(C(C)=O)CC2)c1 (stereo unspecified),3.6%,0,-14,22,4,-13,0,0.8,1%

Only part of the results is shown (hit frequency here may not be typical).
